TRAIL sens C8 = viability loss with TRAIL in NB7+C8 cells, primary screen, TRAIL sensitizer project, cell-based, ATPlite luminescence. inhibition (viability loss, TRAIL sensitization), % at 10 µM. 1% of 360,000 active. AID 624354, 2012;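 active = compounds causing at least 50% loss of cell viability in the single-dose screen, relative to plate controls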
CF NFkB inh = inhibitors of PAF-induced NF-kB signaling, primary screen, cell-based, GFP fluorescence, uHTS | 0.86% of 360,000 active | AID 588850, 2011 | inhibition, % at 5 µM | KKLEB NF-kB-GFP reporter, GFP fluorescence overnight;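 active = at least 50% inhibition at 5 µM, scaled per plate between neutral and stimulator controls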;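 note: PAF is a Pseudomonas aeruginosa culture filtrate used as stimulus; plate controls were PAF-stimulated DMSO wells for no effect and unstimulated DMSO wells for full effect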
NR5A2 inv ag = LRH-1 (NR5A2) inverse agonists, primary screen, cell-based, luminescence, HEK293T, StAR-luciferase reporter | Nuclear receptor subfamily 5 group A member 2 (Homo sapiens), O00482 | LRH-1 transfected, 24 h | inhibition, % at 3.6 µM | 0.13% of 360,000 active;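 active = inhibition above the mean inhibition of all tested compounds plus 3 SD, cut at about 73% in these data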;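 note: 0% = DMSO wells and 100% = reporter-only cells lacking LRH-1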
Target sequence (O00482 whole entry, looked up): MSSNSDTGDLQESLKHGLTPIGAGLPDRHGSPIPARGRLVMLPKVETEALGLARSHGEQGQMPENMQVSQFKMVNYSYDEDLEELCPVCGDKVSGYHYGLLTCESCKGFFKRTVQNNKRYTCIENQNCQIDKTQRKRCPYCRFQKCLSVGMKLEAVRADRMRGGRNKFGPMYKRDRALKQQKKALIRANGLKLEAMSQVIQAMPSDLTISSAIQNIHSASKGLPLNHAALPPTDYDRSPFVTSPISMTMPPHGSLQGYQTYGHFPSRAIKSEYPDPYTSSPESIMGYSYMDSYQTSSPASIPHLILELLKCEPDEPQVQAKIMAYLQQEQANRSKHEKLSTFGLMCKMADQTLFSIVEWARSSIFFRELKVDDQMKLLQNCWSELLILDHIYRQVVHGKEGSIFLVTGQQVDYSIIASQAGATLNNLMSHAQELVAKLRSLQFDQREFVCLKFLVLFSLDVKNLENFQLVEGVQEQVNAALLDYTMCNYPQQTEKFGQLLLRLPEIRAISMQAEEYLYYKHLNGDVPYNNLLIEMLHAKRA
SRC2 inh = inhibition of GAL4-SRC2 driven luciferase reporter, primary screen, SRC2 inhibitor project, cell-based, luminescence | HEK293 GAL4-SRC2 luciferase reporter | inhibition, % at 9 µM | 0.17% of 370,000 active | AID 651957, 2012;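 active = inhibition above the mean inhibition of all tested compounds plus 3 SD, set per campaign, cut at about 52% in these data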;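 note: 0% = DMSO treated cells and 100% = cells given Gossypol at 36 µM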
SRC3 inh = SRC3 coactivator transcriptional activity inhibitors, primary screen, cell-based, luminescence | Nuclear receptor coactivator 3 (Homo sapiens), Q9Y6Q9 | HEK293 GAL4-SRC3 luciferase reporter | inhibition, % at 3.6 µM | 0.17% of 360,000 active | AID 588352, 2011;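 active = inhibition above a per-campaign cutoff, the mean of all compounds plus 3 SD, cut at about 60% in these data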;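 note: 0% = DMSO-treated cells and 100% = gossypol-treated cells at 36 µM; higher means less SRC3-driven luciferase light from the GAL4 reporter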
EBV LMP1 NFkB = EBV LMP1-driven NF-kappaB luciferase reporter inhibitors, primary screen, cell-based, luminescence, single point. 0.69% of 350,000 active. LMP1-induced NF-kappaB luciferase reporter cells. inhibition, % at 12.5 µM; in the data active = inhibition above about 41%;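 note: 0% = neutral control wells and 100% = reference inhibitor control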
TWEAK-Fn14 inh = inhibitors of TWEAK-Fn14 signaling, primary screen, luciferase reporter cells, uHTS; TWEAK-stimulated Fn14 reporter cells, luciferase luminescence, 8 h; inhibition, % at 10 µM; 2% of 360,000 active; AID 1159606, 2016; in the data active = inhibition above about 50%
NR2F2 inh = NR2F2 transcriptional activity inhibitors, primary screen, cell-based, luciferase reporter, HEK293T, luminescence; COUP transcription factor 2 (Homo sapiens), P24468; HEK293T NGFI-A luciferase reporter; inhibition, % at 8.6 µM; 0.7% of 370,000 active; AID 686940, 2013;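 active = inhibition above a per-plate cutoff, mean inhibition of test wells between control levels plus 3 SD, cut at about 38% in these data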;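 note: cells cotransfected with COUP-TFII expression vector driving the NGFI-A reporter; 0% = median of COUP-TF2 test wells and 100% = reporter-only cells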
Target sequence (P24468 whole entry, looked up): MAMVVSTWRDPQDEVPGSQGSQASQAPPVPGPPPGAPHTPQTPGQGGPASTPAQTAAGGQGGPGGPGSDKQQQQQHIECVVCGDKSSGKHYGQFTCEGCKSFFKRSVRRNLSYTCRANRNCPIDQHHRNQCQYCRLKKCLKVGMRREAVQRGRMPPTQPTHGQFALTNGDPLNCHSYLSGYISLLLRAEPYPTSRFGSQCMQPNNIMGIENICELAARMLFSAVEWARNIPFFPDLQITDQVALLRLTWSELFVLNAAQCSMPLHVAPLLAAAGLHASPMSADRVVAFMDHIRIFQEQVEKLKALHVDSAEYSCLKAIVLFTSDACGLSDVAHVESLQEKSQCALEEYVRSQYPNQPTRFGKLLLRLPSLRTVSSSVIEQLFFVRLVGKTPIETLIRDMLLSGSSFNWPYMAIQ
NCOA1 inh = SRC1 coactivator transcriptional activity inhibitors, primary screen, cell-based, luminescence. Nuclear receptor coactivator 1 (Homo sapiens), Q15788. HEK293 GAL4-SRC1 luciferase reporter. inhibition, % at 3.6 µM. 0.12% of 360,000 active. AID 588354, 2011;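 active = inhibition above the campaign mean plus 3 SD, with each screening campaign given its own cutoff, cut at about 60% in these data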;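 note: 0% = DMSO treated cells and 100% = gossypol at 36 µM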
TROY NFkB inh = inhibitors of TROY-driven NF-kB signaling, primary screen, Q293 LMP1-TROYcd cells, NF-kB luciferase, uHTS; 0.98% of 360,000 active; AID 1347056, 2019; Q293 LMP1-TROYcd NF-kB luciferase reporter, 4 h; inhibition, % at 10 µM;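 active = compounds whose plate-normalised and pattern-corrected inhibition of the luciferase reporter signal at the single screening dose is 50% or more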
KKLEB tox = cytotoxicity in KKLEB CF airway cells, primary screen, cytotoxicity control for CF NF-kB inhibitor project, cell-based, uHTS, fluorescence assay plates; activity change (cytotoxicity), % at 5 µM; 0.36% of 360,000 active; KKLEB CF airway cells viability, ATPlite luminescence, overnight; active compounds read low; cells stimulated with P. aeruginosa culture filtrate;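 active = corrected activity change at or below -50% at 5 µM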
* = called active by the depositor; nt = no result given.

mol	TRAIL sens C8	CF NFkB inh	NR5A2 inv ag	SRC2 inh	SRC3 inh	EBV LMP1 NFkB	TWEAK-Fn14 inh	NR2F2 inh	NCOA1 inh	TROY NFkB inh	KKLEB tox
O=P1(O)CC2=C(CC=CC2)C1	-7	-5	0	-10	-3	3	5	0	4	7	-3
CC(C)(C)NC(=O)COC(=O)c1ccccc1Nc1ccc(SC(F)F)cc1	28	-1	-42	-35	-18	-6	55*	10	-106	27	5
CNC(=O)c1csc(-c2ccc(C)cc2)n1	6	3	-87	-26	-28	-9	-8	-36	-32	-13	7
Cc1ccc(CSCCNC(=O)c2ccc(C)cc2)cc1	2	20	7	-19	-16	4	7	13	5	-14	-4
O=C(NNC(=O)c1ccccc1C(=O)O)c1cc2ccccc2o1	10	-22	5	26	4	7	-5	5	-30	-3	4
O=C(/C(=C/O)N=Nc1ccccc1)c1ccncc1	-28	-15	3	-5	-30	-2	-13	-11	1	-44	3
CN1CC=C2C(C#N)=C(N)C(C#N)(C#N)C(c3cccc(Cl)c3Cl)C2C1 (stereo not drawn)	-2	-2	11	2	10	-5	-10	-2	-6	-5	1
Cn1c(SCc2cccc(Br)c2)nc2ccccc2c1=O	7	16	5	18	7	8	20	10	9	22	-5
Cc1ccc(C(c2nnnn2C2CCCC2)N2CCN(c3nc4ccccc4s3)CC2)cc1 (stereo not drawn)	2	-9	-5	-15	-9	-2	-35	0	6	-36	5
Cc1ccc(OCC(=O)NNC(=O)Cn2nnc(-c3ccccc3)n2)cc1	-8	-15	5	-19	8	-11	-36	-14	6	21	4
O=C1C2C3C=CC(CC3)C2C(=O)N1c1ccc([N+](=O)[O-])cc1 (stereo not drawn)	-4	13	3	-7	-24	7	19	-3	-6	7	-15
CC1(C(=O)NS(=O)(=O)C2CC2)CCN(C(=O)c2ccc(F)cc2Cl)C1 (stereo not drawn)	-20	12	1	-5	10	nt	13	5	12	8	2
O=C(Nc1nnc(SCc2ccccc2)s1)c1cccs1	-7	-20	-34	-28	-22	-5	-15	-9	-26	-22	3
O=C(CCC(=O)Nc1ccccc1Cl)NN=C1CCCC1	-4	-22	-10	-10	-1	-3	-17	6	-35	14	7
CCOC(=O)C1=C(CSc2n[nH]c(N)n2)NC(=O)NC1C (stereo not drawn)	-6	2	1	-25	5	3	12	-6	-6	-10	0
Cc1ccc(NC(=O)c2ccc(F)cc2F)cc1	23	-39	-112	-61	-110	-11	5	-23	-113	-52	0
CCOc1ccc(NC(=O)NCC2CCN(c3ccc(OC)cc3)C2)cc1 (stereo not drawn)	-8	3	3	-5	14	-5	5	16	17	-13	-5
Cc1ccnn1-c1ccc(C(=O)OCC(=O)Nc2ccc(F)cc2)cc1	-2	-19	-38	-21	-4	-14	-16	-52	-41	-9	-2
Cc1cc(=O)n(C)c(=O)n1CCCCCOc1cccc([N+](=O)[O-])c1	-8	-1	15	3	2	11	-2	9	-2	17	-2
CC1(C)CC(=O)C(C=NCCN2CCN(CC(=O)Nc3ccc(F)cc3)CC2)=C(O)C1	-4	8	-6	-12	19	10	-2	0	2	10	-9
CC(C)C(N)c1csc(Nc2ccc(C(F)(F)F)cn2)n1 (stereo not drawn)	0	6	-17	-7	-16	nt	-17	-14	-10	-6	-12
CC(C)C[C@@H](CC#N)N1CCN(Cc2ccccc2)CCC1=O	-16	3	3	-5	-1	-2	4	6	4	2	-4
CCOC(=O)c1ccc(C(=O)NNC(=O)C2CC=CCC2)cc1 (stereo not drawn)	-1	13	-29	-26	-8	nt	-6	1	-9	-51	4
COc1ccc(-n2c(SCC(=O)NCC3CCCO3)nc3ccccc3c2=O)cc1Cl (stereo not drawn)	-1	-12	24	19	22	5	-5	-5	12	-5	3
Cc1ccc(OCC(O)CN2CC3(C)CC2CC(C)(C)C3)cc1 (stereo not drawn)	8	-15	1	21	16	1	2	11	-2	5	-8

Next section
mol	TRAIL sens C8	CF NFkB inh	NR5A2 inv ag	SRC2 inh	SRC3 inh	EBV LMP1 NFkB	TWEAK-Fn14 inh	NR2F2 inh	NCOA1 inh	TROY NFkB inh	KKLEB tox
Cc1ccc2cc3cc(C(=O)NCCCN4CCCC4)oc3nc2c1	4	13	-12	5	-3	-3	-26	-9	-8	-51	0
O=C(NC(=O)c1ccccc1)Nc1ccccc1O	28	-6	-124	-31	-105	-11	51*	-51	-86	-11	2
COc1ccc(NC(=O)Nc2ccc(N3CCOCC3)c3nonc23)c(OC)c1	3	11	8	12	9	-2	-14	8	-14	9	-12
CC1CCN(c2ccccc2NC(=S)NC(=O)C(C)(C)C)CC1	-1	23	-1	-41	19	-4	25	4	0	-8	-10
CCC(=O)NCC(c1cccs1)S(=O)(=O)c1ccc(C)cc1 (stereo not drawn)	2	-18	-16	24	-9	-1	-4	7	11	-2	14
CC1(c2ccc([N+](=O)[O-])cc2)NC(=O)N(CC(=O)Nc2ccc(N3CCCCC3)cc2)C1=O (stereo not drawn)	2	-4	-2	17	-13	-7	1	-6	6	-9	3
CCCCCCC(C)NC(=S)Nc1cc(S(=O)(=O)N(C)C)ccc1C (stereo not drawn)	-7	3	-4	-24	21	5	-8	8	4	7	5
O=C(c1ccccc1)n1c(=O)c(F)cn(COCCBr)c1=O	4	-5	0	-14	4	7	-10	11	6	-6	10
COC(=O)c1ccc(NC(=S)NNC(=O)c2ccccc2)cc1	7	-14	-41	-40	-17	-6	-1	-26	-7	-48	0
O=C(Cn1cnc([N+](=O)[O-])n1)NCCO	4	6	16	4	9	-2	2	-10	0	-17	4
CN(C)C(=O)Cn1nc(-c2ccccc2)c2ccccc2c1=O	7	-5	13	9	13	4	-25	-2	-5	-7	-4
O=C(CSc1nnc(-c2ccncc2)n1C1CC1)c1cccs1	3	0	7	-14	-3	-1	-6	-5	-3	-1	1
O=C1ON=C(c2ccccc2[N+](=O)[O-])/C1=C/c1cccc([N+](=O)[O-])c1O	10	-15	4	14	-15	71*	14	10	-9	6	22
CCN(C(=O)COC(=O)/C=C/c1ccc2c(c1)OCO2)c1c(N)n(Cc2ccccc2)c(=O)[nH]c1=O	8	-4	-34	1	-8	4	-12	-1	-12	0	2
COc1ccc(/C=C(\NC(=O)c2ccc([N+](=O)[O-])cc2)C(=O)NCCCn2ccnc2)cc1	6	-6	-8	-3	7	-1	40	5	5	-19	4
CC1=C(C(=O)OCC(Cl)(Cl)Cl)N2C(=O)C(NC(=O)Cc3ccccc3)C2SC1 (stereo not drawn)	8	-30	9	-22	10	3	10	3	14	26	-4
CN(CC(=O)Nc1ccc(N2CCOCC2)cc1)C(=O)CCc1cc(C(C)(C)C)c(O)c(C(C)(C)C)c1	4	1	11	4	3	-5	5	24	-6	-34	-7
CC1CC1C(=O)OCC(=O)NC(=O)NCc1ccco1 (stereo not drawn)	-8	4	-8	2	-4	-3	-13	4	-5	28	4
CCOC(=O)c1c(-c2cccs2)csc1NC(=O)CCCC(=O)O	5	12	4	-3	3	1	-4	10	18	-2	1
CC(=O)Nc1c(C(=O)N2CCN(c3ccccn3)CC2)cnn1-c1ccc(C)cc1	-18	3	6	8	1	-3	10	2	-5	3	10
CCOC(=O)C(NC(=O)c1ccccc1Cl)(Nc1sc2c(c1C(N)=O)CCC2)C(F)(F)F (stereo not drawn)	-4	-4	-3	-1	2	12	-10	-21	-12	-4	9
O=C(Cn1cncn1)c1ccccc1Br	-7	-15	7	-11	5	-9	-3	9	-2	-17	7
COc1cc(O)c(C(CCN2CCN(c3ccccc3)CC2)c2ccc(N(C)C)cc2)c(OC)c1 (stereo not drawn)	0	7	-5	0	-19	-4	-8	7	-5	4	-7
COCCNC(=O)/C(C#N)=C/c1c(N2CCN(c3ccccc3)CC2)nc2ccccn2c1=O	-8	4	-45	-40	-29	-8	3	0	-12	-5	-8
CC1COc2ccccc2N1S(=O)(=O)c1cc(Cl)ccc1Cl (stereo not drawn)	0	16	10	-4	-5	-18	5	-5	-4	6	10

Some of these compounds in order of their number in SRC3 inh, low to high:
compound	SRC3 inh
O=C(NC(=O)c1ccccc1)Nc1ccccc1O	-105
O=C1ON=C(c2ccccc2[N+](=O)[O-])/C1=C/c1cccc([N+](=O)[O-])c1O	-15
CC1CCN(c2ccccc2NC(=S)NC(=O)C(C)(C)C)CC1	19

More structures follow:
mol	TRAIL sens C8	CF NFkB inh	NR5A2 inv ag	SRC2 inh	SRC3 inh	EBV LMP1 NFkB	TWEAK-Fn14 inh	NR2F2 inh	NCOA1 inh	TROY NFkB inh	KKLEB tox
CCN(CC)S(=O)(=O)c1ccc(S(=O)(=O)Nc2cc3c(cc2C(C)=O)OCO3)cc1	12	-5	13	-16	-3	0	4	0	5	13	-8
Cc1cc(/C=C2/C(=O)NN(c3ccccc3)C2=O)c(C)n1-c1ccc(O)cc1	88*	1	37	23	37	37	88*	57*	39	83*	-20
NC(=O)CSc1nnc(-c2ccccn2)n1Cc1ccco1	-2	-4	4	21	10	8	7	13	2	1	7
O=c1c2c3c(sc2ncn1/N=C/c1ccc(Br)o1)CCCC3	0	1	15	-19	9	1	5	8	-2	-3	-6
COc1ccc2c(=O)c3c(=O)n(Cc4ccccc4)c(C(C)C)nc3oc2c1	0	-7	0	17	13	nt	-2	-1	5	1	-1
CCN1C(=O)[C@H]2[C@@H](c3ccc(-c4ccccc4)cc3)N3CCC[C@@]3(C(=O)OC)[C@H]2C1=O	11	-1	-34	-8	-15	5	-17	3	-4	-60	9
CCC(Sc1nc(=O)cc(N)n1CCc1ccccc1)C(=O)Nc1ccccc1C#N (stereo not drawn)	-18	4	2	6	-7	-17	-2	12	-5	14	0
Cc1ccsc1C(=O)Nc1n[nH]c(C(F)(F)F)n1	-9	29	9	-5	17	0	32	4	-10	19	3
COc1ccc(C(=O)O)cc1S(=O)(=O)Nc1cc(Cl)ccc1N1CCOCC1	2	12	6	24	2	-1	-7	11	-15	8	4
Cc1cc(C)c(C)c(S(=O)(=O)NC(C(=O)O)C(C)C)c1C (stereo not drawn)	1	-3	6	17	5	-11	-2	2	5	0	12
CSc1ccccc1NC(=O)Cn1nnc(-c2ccc(S(C)(=O)=O)cc2)n1	-6	20	-9	-3	10	6	-35	-9	-25	11	-5
O=C(CSC(=S)N1CCOCC1)Nc1ccc(S(=O)(=O)Nc2ncccn2)cc1	7	-2	-10	-5	-17	5	22	-7	-4	-28	-7
O=C(CCNS(=O)(=O)c1ccccc1C(F)(F)F)NCCCc1ccccc1	-7	20	-2	11	2	-2	15	9	0	18	-4

Source: PubChem

No enrichment for hits, and some 4.2% of all compounds hit somewhere here.
